Rin1-Abl PPI inh = inhibitors of Rin1-Abl protein binding, primary screen, biochemical, TR-FRET | Tyrosine-protein kinase ABL1 (Homo sapiens) + Ras and Rab interactor 1 (Homo sapiens), … | inhibition, % at 7.35 µM | actives 0.4% (n = 360,000); in the data active = inhibition above about 5%, passing the limit was not always enough
SKN-1 block = suppressors of acrylamide-induced Pgst-4::GFP reporter in worms, primary screen, SKN-1 inhibitor project, whole organism, uHTS, GFP/RFP fluorescence ratio, strain VP596; inhibition, % at 21.8 µM; actives 0.49% (n = 360,000); C. elegans VP596 Pgst-4::GFP/RFP ratio, 24 h;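 active = interference check ratio from 0.5 to 1.5 plus GFP to RFP signal ratio inhibition reaching or exceeding a fixed threshold, cut at about 30% in these data, passing the limit was not always enough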; also: some compounds called inactive have numbers as strong as hits
Neddylation inh = inhibitors of cullin neddylation, primary screen, biochemical, TR-FRET, uHTS, NAE and Ubc12 | NEDD8-conjugating enzyme Ubc12 (Homo sapiens) + NEDD8-activating enzyme E1 regulatory … | calls only at 25 µM | actives 0.58% (n = 360,000); in the data active = inhibition above about 36%
bovine MsrA act = bovine MsrA enzyme activators, primary screen, biochemical, absorbance, HTS; Methionine sulfoxide reductase A (Bos taurus); purified bovine MsrA, absorbance read-out; activation, % at 10.6 µM; actives 0.3% (n = 360,000); AID 602163, 2012; in the data active = activation above about 7.5%;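 also: 0% = vehicle and 100% = reference activator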
MsrA inh = bovine MsrA enzyme inhibitors, primary screen, biochemical, absorbance, HTS | Methionine sulfoxide reductase A (Bos taurus) | purified bovine MsrA, absorbance read-out | inhibition, % at 15.5 µM | actives 0.75% (n = 360,000); in the data active = inhibition above about 4.5%;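 also: 0% = vehicle wells with enzyme and 100% = reference inhibitor wells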
MT1-MMP act inh = blockers of MT1-MMP proenzyme processing, primary screen, HT1080 RFP-PRO-GFP cells, GFP/RFP fluorescence; Matrix metalloproteinase-14 (Homo sapiens), P50281; GFP/RFP ratio fluorescence, overnight; percent of plate control window, DMSO zero; actives 0.061% (n = 360,000); GFP/RFP ratio change, % at 20 µM;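 active = GFP/RFP ratio change of at least 30% with cell ATP level not reduced by more than half and red fluorescence within 50% of control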; also: strong numbers were not always called active
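Assay system – RFP-PRO-GFP reporter HT1080 cells · Compound dosing – single dose of 20 µM compound, 1% DMSO final · Incubation – overnight compound exposure at 37 °C · Measure – GFP/RFP fluorescence ratio · Benchmarks – DMSO wells and RFP-L50D-GFP cells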
E coli Lon inh = inhibitors of E. coli Lon protease, primary screen, biochemical, fluorescence polarization; purified E. coli Lon protease; P0A9M0; actives 0.42% (n = 360,000); inhibition, % at 7.94 µM; in the data active = inhibition above about 13%, passing the limit was not always enough;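 also: 0% = enzyme with probe and DMSO and 100% = no enzyme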
Target sequence (P0A9M0 whole entry, looked up): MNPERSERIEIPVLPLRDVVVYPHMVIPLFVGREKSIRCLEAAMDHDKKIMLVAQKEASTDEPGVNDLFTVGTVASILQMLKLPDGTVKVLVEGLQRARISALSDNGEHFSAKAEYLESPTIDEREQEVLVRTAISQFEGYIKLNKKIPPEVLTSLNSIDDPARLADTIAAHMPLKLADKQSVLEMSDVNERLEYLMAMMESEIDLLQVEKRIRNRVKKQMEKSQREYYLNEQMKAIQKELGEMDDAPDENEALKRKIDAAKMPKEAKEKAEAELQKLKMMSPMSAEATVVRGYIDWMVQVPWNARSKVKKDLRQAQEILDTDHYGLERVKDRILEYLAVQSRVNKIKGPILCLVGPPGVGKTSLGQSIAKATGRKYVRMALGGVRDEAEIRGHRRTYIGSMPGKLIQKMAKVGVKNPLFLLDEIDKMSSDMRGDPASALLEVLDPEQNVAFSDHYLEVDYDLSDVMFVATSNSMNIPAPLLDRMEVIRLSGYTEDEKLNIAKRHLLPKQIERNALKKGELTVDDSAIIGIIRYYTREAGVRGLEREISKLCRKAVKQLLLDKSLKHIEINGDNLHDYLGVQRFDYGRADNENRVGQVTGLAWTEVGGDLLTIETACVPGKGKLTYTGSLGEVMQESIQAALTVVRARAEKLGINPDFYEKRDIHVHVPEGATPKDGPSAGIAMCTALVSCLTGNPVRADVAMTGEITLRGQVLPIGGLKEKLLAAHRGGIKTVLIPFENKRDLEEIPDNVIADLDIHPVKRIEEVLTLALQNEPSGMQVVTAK
FAS TE block = FAS thioesterase domain inhibitors, primary screen, biochemical, fluorescence intensity, uHTS; Fatty acid synthase (Homo sapiens), P49327; recombinant FAS-TE, OMFH fluorogenic substrate, fluorescence endpoint; actives 0.67% (n = 360,000); inhibition, % at 15 µM;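 active = compounds whose normalised, plate-corrected inhibition of enzyme fluorescence in the single-dose primary screen is 50% or more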;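 also: 0% = DMSO with enzyme and 100% = substrate without enzyme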
NRP1-CendR mod = modulators of CendR peptide binding to NRP-1, primary screen, biochemical, fluorescence polarization, uHTS; inhibition, % at 25 µM; FAM-RPARPAR peptide binding to NRP-1; actives 0.85% (n = 360,000); Neuropilin-1 (Homo sapiens), O14786; AID 602438, 2012;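 active = inhibition or corrected inhibition above about 18%, plus a signal ratio from 0.5 to 1.5, limit read from the data, passing the limit was not always enough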; also: strong numbers were not always called active
* hit, by the source's call; i = inactive; / = no result given.

item	canonical_smiles	Rin1-Abl PPI inh	SKN-1 block	Neddylation inh	bovine MsrA act	MsrA inh
1	Cc1cccc(C)c1NC(=O)NC1(C(=O)NCC2CCCO2)CCCCC1 (centres undefined)	2.4	-20.8	i	-11.6	-0.9
2	CSc1ncccc1C(=O)OCC(=O)Nc1cccc(S(=O)(=O)N2CCOCC2)c1	2.1	-0.7	i	-3.2	-0.2
3	N#Cc1ccc(NC(=O)COC(=O)c2cccc(S(=O)(=O)N3CCCC3)c2)cc1	-4.5	28.8	i	-2.5	-0.4
4	CCOC(=O)c1c(CN2CCN(Cc3ccccc3)CC2)n(C)c2cc(Br)c(OC)cc12	-1.6	17.6	i	4.0	-0.5
5	CN(C)/C=C/C(=O)c1cccc([N+](=O)[O-])c1	-0.7	-9.7	i	-2.7	2.8
6	CCOC(=O)N1CCN(S(=O)(=O)CCNC(=O)c2ccccc2)CC1	0.2	-22.0	i	-5.2	0.8
7	Cc1cc(=O)oc2c(C)c(OC(C)C(=O)NCC(O)c3ccccc3)ccc12 (centres undefined)	0.7	-2.7	i	-2.6	0.3
8	Cc1c(O)ccc(C(=O)CN2CCN(c3ccccc3F)CC2)c1O	0.6	-7.7	i	0.7	/
9	COc1ccccc1N1CCN(C(c2cccs2)C(C)NS(=O)(=O)c2ccccc2)CC1 (centres undefined)	-2.2	-4.3	i	-6.9	-0.7
10	Cc1ccc(-n2c3nc(=O)[nH]c(=O)c-3cc3c(C)nn(-c4ccccc4)c32)c(C)c1	-0.6	1.5	/	5.9	0.0
11	COc1cc(C(O)P(=O)(OC2CCCCC2)c2ccc(N(C)C)cc2)cc(OC)c1OC (centres undefined)	-0.6	11.0	i	-13.1	-0.3
12	Cc1ccc(CN2CCN(/N=C\c3cccc([N+](=O)[O-])c3)CC2)cc1	-3.2	17.1	i	-2.8	1.5
13	C=C(C)Cn1c(C)cc(C)c(S(=O)(=O)c2ccc(C)cc2)c1=O	-2.1	5.3	i	1.8	0.4
14	Cc1ccc2c(c1)N(CC(=O)NCCc1ccc(Cl)cc1)C(=O)c1cccnc1O2	-4.4	8.5	i	-3.8	-0.9
15	O=C(COC(=O)CNS(=O)(=O)c1ccc(Br)cc1Cl)NCCc1ccccc1	-0.5	3.8	i	-2.5	1.6

item	MT1-MMP act inh	E coli Lon inh	FAS TE block	NRP1-CendR mod
1	-4.6	0.8	-3.7	0.7
2	5.7	-5.1	1.7	2.7
3	-3.0	-15.9	0.0	12.7
4	-9.5	4.1	21.5	-2.9
5	2.0	2.1	-1.9	14.0
6	-2.7	-1.1	-2.8	9.4
7	-6.5	0.4	-0.2	1.1
8	-2.6	15.8	-0.8	4.9
9	-1.9	2.2	27.3	-1.1
10	2.1	3.2	28.5	-3.7
11	1.5	8.0	-10.1	-3.1
12	0.6	-10.0	32.6	1.9
13	-1.6	3.4	25.5	-5.0
14	-4.7	-1.4	19.4	11.5
15	0.2	-6.2	-0.1	14.1

Reprinted from the part before: three compounds, followed by the next part.
item	canonical_smiles	Rin1-Abl PPI inh	SKN-1 block	Neddylation inh	bovine MsrA act	MsrA inh
13	C=C(C)Cn1c(C)cc(C)c(S(=O)(=O)c2ccc(C)cc2)c1=O	-2.1	5.3	i	1.8	0.4
14	Cc1ccc2c(c1)N(CC(=O)NCCc1ccc(Cl)cc1)C(=O)c1cccnc1O2	-4.4	8.5	i	-3.8	-0.9
15	O=C(COC(=O)CNS(=O)(=O)c1ccc(Br)cc1Cl)NCCc1ccccc1	-0.5	3.8	i	-2.5	1.6
16	CC(C)C[C@H](NC(=O)c1nc[nH]c1C(=O)N1CCNCC1)C(=O)OC(C)(C)C	-3.2	2.3	i	-8.1	-0.6
17	CN(CC(=O)NCCc1ccccc1)S(=O)(=O)c1cccc2nsnc12	0.2	4.6	i	-3.0	-1.2
18	CC(C)(C)c1ccc(S(=O)(=O)Nc2ccc(C(O)(C(F)(F)F)C(F)(F)F)cc2)cc1	2.7	6.1	i	-1.1	1.6
19	Cc1cc(C)nc(Sc2ccc(/C=C(\C#N)C(=O)Nc3ccccc3)o2)n1	1.3	16.0	i	-2.6	1.5
20	O=C(c1ccco1)N1CCN(S(=O)(=O)/C=C/c2ccccc2)CC1	-2.7	2.4	i	-1.2	-0.5
21	Cc1ccc(N=Nc2c(N)nn3c(C)cc(C)nc23)cc1	-3.1	6.0	i	-4.9	3.9
22	CCOc1ccc(NC(=S)N2CCC(NC(=O)c3ccco3)CC2)cc1	4.7	-7.1	i	-1.4	0.4
23	Cc1nc(SCc2nc3ccccc3[nH]2)c2oc3ccc(Br)cc3c2n1	-2.5	6.1	i	-1.8	2.6
24	COC(=O)c1onc(-c2ccccc2)c1C(=O)OC	1.4	-20.1	i	-1.6	0.8
25	CCOC(=O)[C@H]1[C@H]2COc3ccc(C)cc3[C@@H]2N2C(=O)[C@@H](C)NC(=O)[C@@]12C	2.0	5.3	i	2.1	-0.8
26	CC(NC(=O)CNC(=O)c1sc2ccccc2c1Cl)c1ccc(S(N)(=O)=O)cc1 (centres undefined)	-7.2	-0.6	i	-1.1	-1.1
27	COc1cc(C2C3C(=O)N(c4ccccc4)C(=O)C3ON2c2ccccc2)ccc1O (centres undefined)	1.6	4.8	i	1.4	1.3
28	CN(C(=O)c1ccc(NC(=O)C2CCCN(C(=O)OC(C)(C)C)C2)cc1)C1CC1 (centres undefined)	2.3	8.7	i	-2.4	0.3
29	O=C(Nc1ccc2c(c1)OCCO2)c1ccc(Cl)cc1Cl	3.3	14.5	i	-9.8	0.2
30	COc1cc(/C=C(/C#N)C(=O)NCc2ccccc2)cc(OC)c1OC	0.9	-7.4	i	-10.8	0.3

item	MT1-MMP act inh	E coli Lon inh	FAS TE block	NRP1-CendR mod
13	-1.6	3.4	25.5	-5.0
14	-4.7	-1.4	19.4	11.5
15	0.2	-6.2	-0.1	14.1
16	-1.7	-1.7	-13.3	-10.4
17	-0.4	-9.0	-7.2	0.6
18	-6.1	0.3	43.5	-2.9
19	-19.4	-16.2	12.3	-37.8
20	-2.1	-0.7	0.2	17.2
21	5.8	-4.2	-3.0	7.0
22	-0.2	-1.4	-6.0	3.7
23	6.2	-7.9	1.2	3.0
24	0.2	-1.4	-10.0	-13.4
25	-0.4	-8.5	-10.0	6.8
26	0.5	-4.3	0.1	0.0
27	-0.6	1.0	0.6	3.4
28	6.8	-4.1	-7.2	-5.7
29	12.0	0.9	8.1	-24.0
30	/	3.9	-2.4	-0.9

One compound at a time (already shown):
Cc1nc(SCc2nc3ccccc3[nH]2)c2oc3ccc(Br)cc3c2n1 as listed: Rin1-Abl PPI inh = -2.5; SKN-1 block = 6.1; Neddylation inh = i; bovine MsrA act = -1.8; MsrA inh = 2.6; MT1-MMP act inh = 6.2; E coli Lon inh = -7.9; FAS TE block = 1.2; NRP1-CendR mod = 3.0
Cc1cc(C)nc(Sc2ccc(/C=C(\C#N)C(=O)Nc3ccccc3)o2)n1 as listed: Rin1-Abl PPI inh = 1.3; SKN-1 block = 16.0; Neddylation inh = i; bovine MsrA act = -2.6; MsrA inh = 1.5; MT1-MMP act inh = -19.4; E coli Lon inh = -16.2; FAS TE block = 12.3; NRP1-CendR mod = -37.8

The list continues.
item	canonical_smiles	Rin1-Abl PPI inh	SKN-1 block	Neddylation inh	bovine MsrA act	MsrA inh
31	COc1ccc(S(=O)(=O)N2CCC(C(=O)N[C@@H](C)C(=O)N3CCCC3)CC2)cc1	-4.6	-15.1	i	-1.2	0.1
32	Cc1noc(C)c1CSCC(=O)N(C)CC(=O)Nc1ccccc1Br	-4.4	8.6	i	-2.9	0.8
33	COc1cc(CNC(=O)CCCCCCC(C)C)ccc1O	2.1	-13.6	i	-9.7	1.5
34	Clc1ccc(-c2nc(N3CCCCC3)nc3ccccc23)cc1	-5.1	16.6	i	-3.9	-1.0
35	CC(C)Oc1ccc(S(=O)(=O)N2CCCCC2)cc1NC(=O)CC1OC(=O)c2ccccc21 (centres undefined)	-0.8	15.3	i	-1.0	-0.4
36	Cc1ccccc1NS(=O)(=O)c1cc2c3c(c1)CC(=O)N3CCC2	6.1	-7.9	i	6.0	-0.4
37	CN(CC(O)COCc1ccc2c(c1)OCO2)C1CCCCC1 (centres undefined)	3.1	7.3	i	-1.9	-0.9
38	Nc1nonc1C(=O)NCCNCc1cc(Br)ccc1OCc1ccc(F)cc1	0.5	12.3	i	-2.2	0.3
39	NC(=O)COC(=O)c1cc(S(=O)(=O)N2CCOCC2)ccc1N1CCCCC1	-1.1	13.3	i	-1.4	1.8
40	COc1ccc(CCNC(=O)c2ccc(F)c(S(=O)(=O)N3CCCCC3)c2)cc1	-1.8	3.8	i	0.4	1.3
41	C/C(=N\NC(=O)Cn1c(-c2ccccn2)nc2ccccc21)c1ccccc1	2.1	6.9	i	-9.6	-0.5
42	N#Cc1nc(-c2ccc([N+](=O)[O-])cc2)oc1N1CCCCC1	2.9	4.8	i	-0.1	-0.7
43	Cn1nccc1C(=O)NC1CCCc2c1cnn2-c1ccc(F)cc1F (centres undefined)	-2.3	16.2	i	-0.1	-0.2
44	Cc1cc2nc(-c3ccc(SCc4ccc(C(=O)O)cc4)nc3)[nH]c2cc1C	-3.2	7.6	i	-1.9	5.5*
45	O=C(NCC1CCCO1)C(c1ccc(F)cc1)N(CC1CCCO1)C(=O)c1ccc(-c2ccccc2)[nH]1 (centres undefined)	3.7	7.4	i	-6.0	1.3

item	MT1-MMP act inh	E coli Lon inh	FAS TE block	NRP1-CendR mod
31	-3.1	0.1	-9.2	12.3
32	0.1	-3.3	-1.3	-6.6
33	5.6	-6.2	7.9	6.0
34	-3.3	-3.4	-6.0	-45.4
35	0.7	-0.6	14.5	6.2
36	0.3	-6.3	-20.1	-5.6
37	-1.4	-7.2	-7.4	-0.5
38	0.2	14.2	10.1	-9.1
39	2.2	-8.8	-6.8	9.8
40	-2.5	9.1	8.5	-5.6
41	3.7	1.2	-2.6	4.9
42	-6.4	-0.7	-36.3	10.4
43	3.2	-11.1	-6.1	-7.3
44	-2.2	-12.2	1.5	-19.4
45	-0.3	8.2	0.9	-7.7

Additional entries follow:
item	canonical_smiles	Rin1-Abl PPI inh	SKN-1 block	Neddylation inh	bovine MsrA act	MsrA inh
46	CC1(C)CC(=O)C(N=Nc2ccc(Cl)cc2)=C(O)C1	-5.8	8.8	i	-2.5	2.3
47	Cc1cc[n+](-c2nc3ccccc3nc2[N-]S(=O)(=O)c2cccs2)cc1C	-4.0	6.8	i	-2.4	0.8
48	Cc1ccc(C)c(OCCCCCn2ccnc2)c1	2.3	9.8	i	-4.7	0.5
49	COc1ccc(CN2CCCC(C(=O)Nc3cccc(-n4cccn4)c3)C2)cc1 (centres undefined)	-1.1	0.0	i	-1.2	-0.5
50	COC(=O)c1c(C)[nH]c(C(=O)C(C)Sc2nnc(-c3cc(OC)c(OC)c(OC)c3)o2)c1C (centres undefined)	-2.3	17.9	i	-3.0	1.3

item	MT1-MMP act inh	E coli Lon inh	FAS TE block	NRP1-CendR mod
46	-4.5	-6.1	-8.3	-4.2
47	-3.9	4.4	-8.7	0.7
48	3.8	-4.1	-10.9	4.9
49	-0.1	-12.0	2.4	5.2
50	-10.4	1.2	0.2	-1.1

Look-ups from the list.
#46 | E coli Lon inh = -6.1
#47 | FAS TE block = -8.7
#48 | MT1-MMP act inh = 3.8
